HIV peptide binding = cell-free HIV fusion peptide-binding blockers – biochemical, uHTS, fluorescence dequenching, primary screen (AID 1986); cell-free peptide binding, fluorescence dequenching, 30 min; higher % means a stronger effect; inhibition, % at 20 µM; hits with a dose series show IC50 in µM; hit rate 0.3% among 290,000; in the data active = inhibition mostly above about 52%, no sharp cut-off; inactive = mostly below about 76%; note: some results filed as inactive read as strong as hits
AID2073 = inhibitors of Mint1-CaV2.2 protein interaction, biochemical, HTRF (AID 2073) | HTRF protein-protein interaction, Mint1-CaV2.2; higher % means a stronger effect | hit rate 0.19% among 290,000 | inhibition, % at 20 µM, or IC50 in µM where a hit was titrated; in the data active = inhibition mostly above about 51%, no sharp cut-off; note: some results filed as inactive read as strong as hits
The depositor's hits bear a star. The list is partial; count on the stated rates, not on these rows.

The line under a structure holds: AID2073, HIV peptide binding
- COc1ccccc1Oc1cn[nH]c1-c1ccc(O)cc1O
    14.2%, -2.8%
- COC(=O)CCC(=O)Nc1ccc2oc3c(c2c1)CCCC3
    9.0%, 1.4%
- CCCC(C(=O)Nc1ccncc1)c1ccccc1 (centres undefined)
    7.8%, 0.0%
- O=C(O)c1ccc(NS(=O)(=O)c2ccc(NC(=O)c3ccccc3Cl)cc2)cc1
    21.9%, 4.1%
- Cc1cc(C)c2cc(C(=O)Nc3ccc(C)c(F)c3)[nH]c2c1
    16.4%, -1.0%
- COc1ccc(NC2CCCN(C(=O)COc3ccc(C)cc3)C2)cc1 (centres undefined)
    -5.2%, -2.0%
- COc1cccc(CNCc2cc(OC)cc(OC)c2)c1
    7.8%, -0.6%
- Cc1cccc(-n2c(SCC(=O)N3CCC(C(=O)O)CC3)nc3ccccc3c2=O)c1C
    -3.9%, -1.1%
- COc1ccc2oc(=O)cc(CN(C)Cc3ccccc3)c2c1
    12.5%, -0.2%
- O=C(Nc1ccccc1Cl)C1CCN(S(=O)(=O)c2cccc3nonc23)CC1
    -0.5%, -1.2%
- COC(=O)c1ccc(C(c2c(C)n(C)n(-c3ccccc3)c2=O)c2c(C)n(C)n(-c3ccccc3)c2=O)cc1
    0.5%, 0.5%
- S=C(c1ccc(OCc2ccccc2)cc1)N1CCCC1
    -6.3%, -1.6%
- O=C1C=CC(=O)N1Cc1ccccc1
    6.2%, -0.2%
- CC(C)(O)C#Cc1ccc(CN2CCC(n3nccc3NC(=O)C3CC3)CC2)cc1
    9.1%, -0.3%
- CCS(=O)(=O)N1CCC(C(=O)Oc2ccccc2OC)CC1
    10.7%, 1.2%

Other entries follow.
The line under a structure holds: AID2073, HIV peptide binding
- COc1ccc(OC)c2nc(-c3ccc4c(c3)OCO4)ccc12
    20.9%, -0.2%
- O=S(=O)(NCc1ccc2c(c1)OCO2)c1ccc(F)c(F)c1
    -2.9%, 0.9%
- N[C@H](CSCc1ccccc1)C(=O)Nc1ccc([N+](=O)[O-])cc1
    3.0%, -2.0%
- Cc1ccc(OCC(=O)NC2CCS(=O)(=O)C2)c(C)c1 (centres undefined)
    14.2%, -2.1%
- CCCn1c(N)c(N(CCOC)C(=O)c2cccc(C(F)(F)F)c2)c(=O)[nH]c1=O
    11.5%, -0.9%
- COCCN1C(=O)/C(=C2/C(=O)N(CC(=O)Nc3ccccc3Cl)c3ccccc32)SC1=S
    37.0%, -1.8%
- CCCCc1nc2cc(C(=O)N3CCNC(=O)C3)ccc2o1
    13.0%, 0.8%
- OCCc1c[nH]c2ccccc12
    -9.0%, 9.9%
- CC(C)Cc1ccc(CN2CCC(n3nccc3NC(=O)C3CCCC3)CC2)cc1
    -0.5%, 0.6%
- Cc1ccc(NC(=O)Cn2ncn3c(cc4ccccc43)c2=O)cc1F
    19.5%, 4.9%
- O=C1CN(C(=O)c2ccc3nc(Cc4cccc(Cl)c4)oc3c2)CCN1
    2.7%, 2.2%
- CCN1C(=O)c2ccccc2Sc2ccc(C(=O)NCCCN(CC(C)C)CC(C)C)cc21
    16.5%, -0.9%
- Cc1nn(CC(=O)Nc2c(F)cc(F)cc2Br)c(=O)c2cccn12
    0.4%, 3.6%
- NC(=O)CN1C(=O)C(=O)N(Cc2cccc(Cl)c2)C1=O
    7.0%, -2.2%
- Cc1ccc(C(=O)Nc2cc3[nH]c(=O)oc3cc2C)cc1
    7.0%, -0.6%

Ordered by the number under HIV peptide binding (highest first): four from the list above
The line under a structure holds: AID2073, HIV peptide binding
- COc1ccc(OC)c2nc(-c3ccc4c(c3)OCO4)ccc12
    20.9%, -0.2%
- Cc1ccc(C(=O)Nc2cc3[nH]c(=O)oc3cc2C)cc1
    7.0%, -0.6%
- CCN1C(=O)c2ccccc2Sc2ccc(C(=O)NCCCN(CC(C)C)CC(C)C)cc21
    16.5%, -0.9%
- COCCN1C(=O)/C(=C2/C(=O)N(CC(=O)Nc3ccccc3Cl)c3ccccc32)SC1=S
    37.0%, -1.8%

New compounds follow.
The line under a structure holds: AID2073, HIV peptide binding
- CCOc1cc(NC(=O)C(C)C)c(OCC)cc1NC(=O)Nc1ccccc1
    3.0%, 1.1%
- CC(C)OCCCNC(=O)C1CC(=O)N(CCc2ccccc2)C1 (centres undefined)
    9.2%, 0.7%
- CCc1ccc(N2CCN(C(=O)c3ccc4c(c3)OCO4)CC2)cc1
    -3.5%, 0.3%
- CC1(C)C2CCC1(C)C(NCC(O)COc1ccc(C#N)cc1)C2 (centres undefined)
    -4.9%, 1.1%
- CCCn1c(-c2ccc(C(=O)OC)cc2)nc2c1c(=O)[nH]c(=O)n2Cc1ccccc1
    20.9%, 6.4%
- COc1cccc(NC(=O)c2nc(SC)ncc2Cl)c1
    2.4%, -0.1%
- O=C(Nc1cc(S(=O)(=O)N2CCCCC2)ccc1Oc1ccccc1)C1=COCCO1
    6.7%, -1.8%
- CC(C)CN1CCN(Cc2c[nH]c3ccccc23)CC1CCO (centres undefined)
    -1.9%, 0.6%
- CCc1ccc(-c2cc(C)no2)cc1S(=O)(=O)NCCc1ccc(S(N)(=O)=O)cc1
    8.0%, -1.3%
- CCOP(=O)(c1ccccc1)C(O)c1ccc([N+](=O)[O-])cc1 (centres undefined)
    -4.4%, 0.4%
- CCOC(=O)Nc1ccc2c(c1)N(C(=O)CN)c1ccccc1CC2
    9.8%, 8.2%
- COCC(=O)N(Cc1cc2ccc(C)cc2[nH]c1=O)c1ccccc1C
    0.3%, 0.0%
- O=C(Nc1ccnn1C1CCN(C2CCC2)CC1)c1cccc(F)c1
    3.9%, 0.5%
- COc1ccc(S(=O)(=O)NC(C)C(=O)NCc2ccncc2)cc1Cl (centres undefined)
    -1.5%, 3.1%
- Cc1cccc(N2CCN(C(=O)c3ccnn3C)CC2)c1C
    21.9%, -0.1%

Additional structures
The line under a structure holds: AID2073, HIV peptide binding
- CC(C)C(NS(=O)(=O)c1cccc2nsnc12)C(=O)N1CCCCC1 (centres undefined)
    3.2%, 0.4%
- O=C(CC1C(=O)NCCN1Cc1cccc(F)c1F)NCCCC1CCCC1 (centres undefined)
    7.7%, 9.9%
- CCCNC(=O)N1CCN(C(c2ccccc2)c2ccccc2)CC1
    2.7%, -0.2%
- COc1ccc(CN2CCN(C(C)C(=O)N3CCc4ccccc43)CC2)cc1OC (centres undefined)
    20.3%, -2.0%
- CC#CC(=O)NCC1(N(C)Cc2ccccc2)Cc2ccccc2C1
    -0.2%, -2.6%
- Cc1ccc(Cc2c(C)nc3nc(SCC(=O)NCCCN4CCCC4)nn3c2C)cc1
    11.0%, -0.2%
- CCOc1ccccc1N(C(=O)c1ccco1)C(C(=O)NC1CCCC1)c1cccs1 (centres undefined)
    -6.7%, -0.4%
- CCCOc1ccc(CNC(=S)Nc2ccccc2)cc1Cl
    3.9%, -1.4%
- O=C1CN(C(=O)NCC(=O)N[C@H](Cc2ccccc2)C(=O)O)c2ccccc2N1
    -4.6%, -0.5%
- C[C@@H]1NC(=O)/C(=C\c2ccccc2Br)NC1=O
    -6.9%, -1.5%
- CC(C)(C)c1ccc(N2C(=O)CC(c3ccccc3)C2=O)cc1 (centres undefined)
    11.4%, -2.1%
- O=C(NCCN1CCCCC1)Nc1ccc(F)cc1F
    -3.3%, -0.6%
- CN(C)CCCNC(=O)C(=O)NCC1OCCN1S(=O)(=O)c1cccs1 (centres undefined)
    9.8%, 0.8%
- CCCCNC(=O)O[C@H]1C[C@@H]2CCN3C(=O)CCC[C@H]([C@H]1CC)[C@H]23
    7.6%, -0.6%
- O=C1Cc2ccccc2C(=O)N1Cc1cccc(Cl)c1
    10.5%, 1.3%

The listing continues:
The line under a structure holds: AID2073, HIV peptide binding
- COc1ccc(N2CCN(C(c3cccs3)C(C)NC(=O)C(=O)N3CCCCC3)CC2)cc1 (centres undefined)
    -11.8%, -2.9%
- Cc1ccc([N+](=O)[O-])cc1NC(=O)CSc1n[nH]c(-c2cccnc2)n1
    8.0%, 1.2%
- C=Cc1ccc(Cn2c(=O)n(C)c(=O)c3sccc32)cc1
    1.1%, 3.1%
- CCN(CC)S(=O)(=O)c1ccc(C(C)NC(=O)Cc2c[nH]c3ccccc23)cc1 (centres undefined)
    12.7%, 0.4%
- C=CCn1c(SCC(=O)NC2CC2)nnc1-c1ccccn1
    -4.4%, 1.1%
- Cn1c(COc2ccc(C(=O)O)cc2)nc2ccccc21
    17.9%, 1.7%
- Cc1ccc(SCC(=O)NNC(=O)c2ccccc2)cc1C
    -6.9%, -1.3%
- COc1ccc([C@@H]2[C@@H]3C(=O)N(C(C)(C)C)C(=O)[C@@H]3[C@]3(C)C(=O)N(c4cccc(Br)c4)C(=O)N23)cc1
    9.4%, -1.7%
- O=C(NCc1cccc(Cl)c1)C1CCC(=O)N(CC2CCCCC2)C1 (centres undefined)
    6.5%, 0.9%
- Cc1ccc(SCC(=O)NC2CC2)cc1
    9.3%, 2.6%
- O=C(Nc1ccc(NC(=O)c2cccnc2Cl)cc1)c1cccc(Cl)c1
    -0.6%, 1.6%
- O=C(Nc1cccnc1Cl)c1cc(-c2ccc(F)cc2)on1
    39.1%, 0.4%
- C/C(=N\NC(=O)C1CCCC1)c1ccc(C(C)C)cc1
    2.4%, -0.6%
- C/C(=N\Nc1ccc(C)c(Cl)c1)c1cccnc1
    2.4%, -1.3%
- COCCn1c(SCC(=O)Nc2cccc(F)c2)nc2c([nH]c3ccccc32)c1=O
    35.0%, 0.4%

Structures from the list above with a furan ring, fused or not (2):
The line under a structure holds: AID2073, HIV peptide binding
- COC(=O)CCC(=O)Nc1ccc2oc3c(c2c1)CCCC3
    9.0%, 1.4%
- CCOc1ccccc1N(C(=O)c1ccco1)C(C(=O)NC1CCCC1)c1cccs1 (centres undefined)
    -6.7%, -0.4%

(list continues)
The line under a structure holds: AID2073, HIV peptide binding
- CC(C)Oc1ccccc1C1(c2ccccc2)NC(=O)NC1=O (centres undefined)
    11.7%, -1.0%
- C=CCc1cccc(/C=N/NC(=O)COc2ccc(-n3cnnn3)cc2)c1O
    32.6%, -0.4%
- O=C(O)c1ccccc1CSc1nc2ccccc2s1
    2.9%, 5.7%
- CCc1ccc(NC(=O)c2ccc(S(=O)(=O)NCc3cccnc3)cc2)cc1
    -3.3%, 1.0%
- COc1ccccc1CNC(=O)COC(=O)c1cccc(S(=O)(=O)N2CCCC2)c1
    -5.2%, 0.2%
- COc1ccc(N(C(=O)c2cnccn2)C(C(=O)NC2CCCCC2)c2cc(OC)c(OC)c(OC)c2)cc1 (centres undefined)
    11.4%, 1.0%
- CCOc1ccccc1CN1CCNC(=O)C1CC(=O)NC1CCCCCC1 (centres undefined)
    7.3%, 0.4%
- CC(C)Cc1nnc(NC(=O)CCC(=O)Nc2ccc(Cl)cc2)s1
    -7.6%, 1.3%
- CCCc1ccc(OCC(O)CN2CCN(c3ccccn3)CC2)cc1 (centres undefined)
    9.3%, 2.0%
- Cc1ccc(CN2CCC(n3nccc3NC(=O)C3CCOC3)CC2)cc1 (centres undefined)
    14.7%, 0.5%
- O=C(C1CCCN(c2ncnc3c2nc2n3CCCCC2)C1)N1CCCCC1 (centres undefined)
    -11.5%, 0.9%
- COc1ccc(N2CCN(C(=O)[C@@H](NC(=O)c3ccccc3Cl)C(C)C)CC2)cc1
    -16.7%, 0.2%
- CCN(CC(=O)Nc1ccccc1C(F)(F)F)C(=O)c1ccc(=O)n(Cc2ccccc2)n1
    1.7%, -0.7%
- CCOC(=O)C(Cc1ccc(O)cc1)NC(=O)CCc1c[nH]c2ccccc12 (centres undefined)
    23.7%, -0.8%
- Cc1cc(=O)oc2cc(OCC(=O)NC(Cc3c[nH]c4ccc(O)cc34)C(=O)O)c(Cl)cc12 (centres undefined)
    6.5%, 24.1%

Next part.
The line under a structure holds: AID2073, HIV peptide binding
- O=C(NC1CCOCC1)C1CCC(=O)N(Cc2ccc(Cl)cc2)C1 (centres undefined)
    -6.2%, 1.8%
- Cc1cc(N2CCN(S(=O)(=O)c3ccccc3)CC2)nc2c(C)cccc12
    18.3%, 2.1%
- O=C(CC(c1ccccc1)c1ccccc1O)NCCc1ccccc1 (centres undefined)
    1.0%, 1.0%
- CCc1ccc(NC(=O)CSc2nnnn2-c2cccnc2)cc1
    40.4%, 0.2%
- O=C(Nc1ccc(S(=O)(=O)NCC2CCCO2)cc1)c1cccc(F)c1 (centres undefined)
    -9.6%, 0.6%
- CCc1noc(C)c1C(=O)Nc1cccc2ncccc12
    3.3%, -0.1%
- COc1cc(C)c(S(=O)(=O)NOCc2ccc([N+](=O)[O-])cc2)c(C)c1C
    10.0%, -0.6%
- O=C(CCNS(=O)(=O)c1ccc(Br)cc1)NCc1ccc(Cl)cc1
    9.5%, 0.3%
- Cc1ccc(C)c(NC(=S)N2CCN(c3ccccn3)CC2)c1
    -15.9%, -0.3%
- CS(=O)(=O)N(CC(=O)Nc1ccccc1C(=O)N1CCOCC1)c1cccc([N+](=O)[O-])c1
    8.1%, 0.1%
- COc1cc(/C=N/n2nnnc2N)ccc1OC(C)=O
    4.4%, 0.9%
- Cc1nc2scc(C)n2c(=O)c1S(=O)(=O)N1CCN(c2ccc([N+](=O)[O-])cc2)CC1
    23.9%, 0.3%
- CC(CCN1CCN(c2ccc(F)cc2)CC1)c1ccccc1 (centres undefined)
    1.6%, 0.2%
- Cc1nc(Cl)cc(N/N=C/c2ccc(O)cc2)n1
    7.1%, -1.4%
- CC(CCc1ccccc1)NC(=O)CCCn1ncn2c(cc3occc32)c1=O (centres undefined)
    0.2%, 0.5%

New compounds follow.
The line under a structure holds: AID2073, HIV peptide binding
- CCC(=O)Nc1c2c(nn1-c1ccc(OC)cc1)CSC2
    4.2%, -0.3%
- CC1C(=O)N2CCCc3cc(S(=O)(=O)N4CCC(C(N)=O)CC4)cc1c32 (centres undefined)
    -9.5%, 2.0%
- COc1ccc(S(=O)(=O)N2CCC(C(=O)NC3CCCC3)CC2)cc1C
    17.1%, 0.2%
- CCCCN(CC)CCCNC(=O)c1ccc(CS(=O)(=O)c2ccccc2C)o1
    7.4%, 1.2%
- COc1ccc(OC)c(NC(=O)CN2C(=O)COc3ccc(S(=O)(=O)N4CCCC4)cc32)c1
    5.7%, -1.3%
- N#Cc1cccnc1N1CCN(C(=O)c2ccccc2)CC1
    28.9%, 0.0%
